Source: PubChem BioAssay (several laboratories)
Hsp70 act – transcriptional activators of Hsp70; HeLa Hsp70 promoter luciferase reporter, luminescence; scaled: vehicle 0, proteasome-inhibitor control 100%; activation, % at 10 µM; 200,000 compounds, 0.04% hits; AID 1203;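 active = activation above the mean across all tested compounds plus 3 SD, cutoff set per campaign, cut at about 5.5% in these data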;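 note: 100% = MG132 at 30 µM as the positive control and 0% = DMSO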
APP 5UTR inh – APP translation inhibition. AID 1285. SH-SY5Y APP 5'UTR-luciferase reporter, luminescence. inhibition, % at 2 µM. 190,000 compounds, 0.82% hits;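 active = inhibition above a set limit, derived from the sample mean plus 3 SD, cut at about 45% in these data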; note: values of inactives mirror those of a sister screen read the other way
STAT3 activator – increases IL-6 driven STAT3 reporter signal | 190,000 compounds, 0.91% hits | activation (% of control), % at 5.6 µM | U3A cells, IL-6 STAT3-luciferase reporter, luminescence; 100% = signal with IL-6 EC80 alone;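 active = activation above the screen-wide mean of compound activation plus 3 SD, cut at about 130% in these data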;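 note: 0% = background luminescence of wells with medium and substrate only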
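Test system: Human STAT1-deficient U3A cells with stable STAT3-luciferase reporter | Also added: Interleukin-6, 33 ng/mL | Timing: Compound pre-incubation 1 h before IL-6, then 6 h stimulation at 37 °C | Technique: Luciferase reporter luminescence | Read-out: Percent of IL-6-only median luminescence | Benchmarks: IL-6-only wells as 100% reference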
Diaph act CS – counter-screen for diaphorase-based assays: diaphorase activators and chemical reducers; 190,000 compounds, 0.005% hits; activation factor at 20 µM; Diaphorase/resazurin coupled assay, resorufin fluorescence, 16 min; active compounds read high; 1 = vehicle wells, 0 = NADH-free wells;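 active = diaphorase activity raised at least twofold by the compound at 20 µM; inactive = activation factor below 2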
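Material: purified diaphorase enzyme from Clostridium kluyveri; Also added: 0.114 mM NADH and 0.1 mM resazurin, final amounts; Doses: single compound dose of 20 µM, 1% DMSO final; Times: 16 min enzyme reaction, ambient temperature; Detection: resorufin fluorescence, excitation 544 nm, emission 590 nm; Measure: increased resorufin signal from activators or reducing compounds.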
G6PDH counter – L. mesenteroides G6PDH inhibition counter-screen; Purified L. mesenteroides G6PDH, diaphorase/resazurin coupled fluorescence, 45 min; inhibition, % at 5 µM; 200,000 compounds, 0.12% hits; in the data active = inhibition above about 50%
Diaph inh CS – inhibits diaphorase or chemically oxidizes, flagging diaphorase assay artifacts. inhibition, % at 20 µM. diaphorase resazurin-to-resorufin fluorescence, NADH, 16 min; bacterial (C. kluyveri) enzyme, not human. 190,000 compounds, 0.69% hits;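 active = primary screen inhibition at 20 µM above a set limit, cut at about 50% in these data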;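 note: plate controls were DMSO with full reaction for no effect and wells lacking NADH for full effect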
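Test system: Clostridium kluyveri diaphorase enzyme / Quantity: diaphorase at 0.14 U/mL in enzyme working solution / Incubation: 16-min room-temperature incubation before reading / Benchmarks: NADH-free wells as positive control, DMSO-only neutral wells / Signal: resorufin fluorescence 544/590 nm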
STAT1 inh – STAT1 signaling inhibition. NIH 3T3 STAT1-luciferase reporter, IFN-gamma, luminescence. inhibition, % at 5.5 µM. 200,000 compounds, 0.35% hits. AID 920;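 active = inhibition above a set limit, the mean inhibition across all tested compounds plus 3 SD, cut at about 34% in these data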;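 note: 0% = IFN-gamma with DMSO and 100% = IFN-gamma with 300 µM nifuroxazide; values of inactives mirror those of a sister screen read the other way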
STAT1 activator – activators of IFN-gamma induced STAT1 signaling | NIH 3T3 STAT1-luciferase reporter, luminescence; 100% = IFN-gamma alone, no compound | activation (% of control), % at 5.5 µM | 200,000 compounds, 2.6% hits;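 active = activation above the screen-wide mean activation plus 3 SD, cut at about 130% in these data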;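 note: raw ratio to IFN-gamma control signal so 100% means no change and 0% no light; values of inactives mirror those of a sister screen read the other way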
TLR4 MyD88 comp – inhibitors of human TLR4-MyD88 binding | O00206+Q99836 | 200,000 compounds, 0.18% hits | HeLa CL3-4 TLR4/MyD88 BLA complementation, FRET ratio | inhibition, % at 8.4 µM; in the data active = inhibition above about 25%;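 note: 0% = vehicle and 100% = reference inhibitor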
Target sequence (O00206 whole entry, looked up): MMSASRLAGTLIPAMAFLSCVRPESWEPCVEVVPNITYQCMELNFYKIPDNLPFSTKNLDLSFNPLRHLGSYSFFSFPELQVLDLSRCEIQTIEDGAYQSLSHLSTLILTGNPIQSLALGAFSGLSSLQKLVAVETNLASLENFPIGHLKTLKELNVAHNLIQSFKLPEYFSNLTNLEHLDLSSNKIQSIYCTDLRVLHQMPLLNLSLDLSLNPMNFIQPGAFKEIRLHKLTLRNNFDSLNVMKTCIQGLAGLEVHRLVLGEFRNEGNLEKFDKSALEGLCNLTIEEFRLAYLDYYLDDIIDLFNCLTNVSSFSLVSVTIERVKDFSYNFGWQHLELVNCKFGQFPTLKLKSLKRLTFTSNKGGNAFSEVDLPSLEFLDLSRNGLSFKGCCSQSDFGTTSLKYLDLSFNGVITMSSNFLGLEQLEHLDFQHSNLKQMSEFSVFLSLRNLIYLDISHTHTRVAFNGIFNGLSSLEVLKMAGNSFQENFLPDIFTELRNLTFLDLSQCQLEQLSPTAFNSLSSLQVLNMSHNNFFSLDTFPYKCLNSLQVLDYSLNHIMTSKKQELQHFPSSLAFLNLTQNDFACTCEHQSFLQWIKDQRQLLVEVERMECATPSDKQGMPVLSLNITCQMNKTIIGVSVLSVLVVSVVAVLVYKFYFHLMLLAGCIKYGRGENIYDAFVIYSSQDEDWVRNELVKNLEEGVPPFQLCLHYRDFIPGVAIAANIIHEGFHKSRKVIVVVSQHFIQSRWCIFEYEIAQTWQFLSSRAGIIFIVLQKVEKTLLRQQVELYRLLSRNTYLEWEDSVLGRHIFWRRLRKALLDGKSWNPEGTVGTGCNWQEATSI
Target sequence (Q99836 whole entry, looked up): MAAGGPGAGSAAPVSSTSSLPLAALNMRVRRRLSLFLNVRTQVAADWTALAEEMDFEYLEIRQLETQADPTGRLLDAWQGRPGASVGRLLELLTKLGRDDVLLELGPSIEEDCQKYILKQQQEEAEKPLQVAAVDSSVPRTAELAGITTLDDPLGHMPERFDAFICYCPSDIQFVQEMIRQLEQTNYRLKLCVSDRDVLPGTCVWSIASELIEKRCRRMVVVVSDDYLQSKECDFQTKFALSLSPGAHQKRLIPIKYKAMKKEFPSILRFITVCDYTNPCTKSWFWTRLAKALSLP
STAT3 inh – STAT3 signaling inhibition; U3A cells, IL-6 STAT3-luciferase reporter, luminescence; host cell line lacks STAT1; inhibition, % at 5.5 µM; 190,000 compounds, 0.89% hits;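 active = inhibition above the mean inhibition across all screened compounds plus 3 SD, cut at about 44% in these data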;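 note: 0% = DMSO only wells and 100% = 100 µM nifuroxazide control wells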
* = called active by the depositor; nt = no result given.

SMILES	Hsp70 act	APP 5UTR inh	STAT3 activator	Diaph act CS	G6PDH counter	Diaph inh CS	STAT1 inh	STAT1 activator	TLR4 MyD88 comp	STAT3 inh
Cc1cccc(N2C(=O)C3CCC(c4ccccc4)CC3C2=O)c1 (centres undefined)	-0.2	8	89	1	1	-1	-5	105	-1	17
COC(=O)c1cc(=O)n(Cc2ccc(OC)cc2)c(=NCc2ccc(OC)cc2)s1	-0.3	15	103	0.9	-1	14	1	100	7	-4
Cc1ccc(C(=O)Nc2ccc3c4c(cccc24)CC3)cc1[N+](=O)[O-]	-0.3	3	83	0.9	-26	12	4	96	-1	16
CSc1nc2sc3c(c2c(=O)n1C1CCCCC1)CCN(C)C3	0.1	-11	102	0.7	-26	32	3	97	-9	2
Cc1ccc(-n2cnnn2)cc1Cl	-0.3	-14	93	0.9	3	9	-6	104	-12	10
O=C(CC1C(=O)NCCN1Cc1ccc(-c2ccccc2)cc1)NCCCn1cccn1 (centres undefined)	0.4	2	97	1	7	4	-3	101	-12	7
Cc1ccc(CN2CCSCC2)c(C)c1	-0.2	19	93	1	-3	2	-3	103	-4	9
O=c1c2cnn(-c3ccc(F)cc3)c2ncn1Cc1ccccn1	0.0	8	94	1	12	2	-2	102	3	10
Cc1ccc(S(=O)(=O)N(C)C)cc1NC(=S)N1CCN(Cc2ccc3c(c2)OCO3)CC1	-0.3	-5	82	0.9	3	14	16	84	-1	27
CCSc1ncc(/C=N/Nc2ccc([N+](=O)[O-])cc2)n1C	0.0	-90	100	1	2	5	-68	162*	44*	6
Cc1ccsc1C1C(C#N)=C(N)OC2=C1C(=O)CCC2 (centres undefined)	0.0	19	111	nt	2	nt	2	96	-7	-10
CCOC(=O)CC(=O)CSc1nc2sc(C)cc2c(=O)n1Cc1ccco1	0.1	-6	96	0.7	13	33	6	94	3	9
CCN(C(=O)COC(=O)c1ccc(Cl)cc1N)C1CCCCC1	-0.3	15	102	0.9	0	9	4	95	17	5
Cc1cc(C)c(S(=O)(=O)N(C)CC(=O)NC2CCCC2)c(C)c1	-0.2	4	101	0.8	0	20	0	100	2	1
Cc1cccc(CS(=O)(=O)Cc2ccc(C(=O)NCC3CCCO3)o2)c1 (centres undefined)	0.7	-18	103	0.8	-7	15	0	100	0	-1
Cc1nn(-c2ccc(F)cc2)c(C)c1NS(=O)(=O)c1ccc(Cl)cc1	0.2	-7	89	0.8	-5	16	1	99	3	17
CCOc1ccc(/C=N/n2c(SC)nnc2-c2ccccc2)cc1OCC	-0.4	-12	101	0.9	5	8	-7	107	2	-1
O=C(Cc1ccccc1)NCC(=O)OCC(=O)c1ccccc1Cl	-0.1	-1	96	1	8	0	-6	103	-8	10
COC(=O)Cn1c(=NC(=O)CSCC(=O)NC2CCCCC2)sc2cc(OC)ccc21	-0.4	13	100	0.9	-4	7	-1	97	-9	1
CN(C)C(/C=C/Nc1ccc(F)cc1F)=C(C#N)C#N	-0.1	nt	114	0.9	-19	9	-2	102	-3	-12
Cc1cc(Cl)ccc1OCc1nc(-c2ccc(O)cc2)n[nH]1	-0.3	0	86	0.9	-32	14	3	100	2	18
Cc1ccc(NC(=O)CN2C(=O)NC(Cc3ccccc3)C2=O)cc1 (centres undefined)	-0.3	-8	103	0.9	0	10	4	96	-4	4
O=C1CS/C(=C\[N+](=O)[O-])N1c1ccccc1	-0.5	2	98	0.9	2	10	-5	104	0	8
Cc1cccc(C)c1NC(=S)NC(=O)c1ccccc1F	-0.2	-4	93	1	6	2	5	96	-2	12
Cc1ccc(C(=O)Nc2nnc(SCC(=O)N3CCCc4ccccc43)s2)cc1	-0.3	-59	47	0.8	-2	15	20	82	8	62*
Further compounds
SMILES	Hsp70 act	APP 5UTR inh	STAT3 activator	Diaph act CS	G6PDH counter	Diaph inh CS	STAT1 inh	STAT1 activator	TLR4 MyD88 comp	STAT3 inh
Cc1cc(-c2ccccc2)nc(N2CCC(C(=O)NC(C)C)CC2)n1	0.1	-14	99	0.9	5	8	-15	114	-1	4
CCNC(=S)N/N=C/c1cc(Br)cc(Br)c1OC	-0.7	-6	91	0.8	8	20	13	88	-4	10
COCC(=O)Nc1cc(OC)cc(OC)c1	-0.4	6	100	0.8	11	19	1	101	10	0
Brc1ccc(-c2nnc3c4ccccc4nc(N4CCOCC4)n23)cc1	-0.1	-8	87	0.9	-3	10	14	88	-9	16
COc1ccc([N+](=O)[O-])cc1NC(=O)Nc1ccc(OC)c(OC)c1	0.0	-9	87	1.1	-2	-5	1	98	-9	20
O=C1N/C(=C\c2ccccc2)c2ccccc21	0.0	-39	108	0.9	-16	9	-13	112	-11	-4
Cn1ccnc1C(=O)c1ccc(NN)c([N+](=O)[O-])c1	-0.4	21	98	0.8	-2	16	9	91	0	6
Cc1ccc(NCCC(=O)c2ccccc2)cc1Cl	-0.1	-17	113	0.9	4	9	-29	124	18	-10
CCOC(=O)C1=C(C)OC(N)=C(C#N)C1c1ccc(OC)c(CSc2ccccn2)c1 (centres undefined)	-0.2	-11	102	0.9	-12	5	1	100	2	-7
Cc1ccc(S(=O)(=O)N2CCCC(C(=O)NCCCN3CCCCC3C)C2)cc1 (centres undefined)	0.0	-18	101	0.9	12	8	12	89	3	4
CCOc1ccccc1Nc1nc2ccccc2[nH]1	-0.1	-6	86	0.9	-3	8	2	105	13	18
CCN(CC)CCn1c(NCc2ccc(OC)cc2)nc2ccccc21	-0.1	-8	97	1	0	4	11	90	4	7
O=C(COC(=O)c1c(Cl)cccc1Cl)Nc1ccccc1Br	-0.2	-1	104	0.8	-12	17	0	100	-3	-2
CCc1nccn1S(=O)(=O)c1ccc(Br)cc1Br	-0.2	19	107	0.9	1	5	-10	107	0	-4
COc1ccc(CNC(=O)C2CCC(CNc3nc(=S)[nH]c4ccccc34)CC2)cc1 (centres undefined)	-0.3	6	100	1	-3	-2	11	89	11	2
CCCNc1nc(NCC)nc(OC)n1	-0.3	6	99	1	10	5	-1	101	3	6
CN(c1ccccc1)S(=O)(=O)c1cccc(NC(=O)CC(C)(C)C)c1	-0.3	-7	101	0.9	7	7	-3	103	0	2
CN(C)S(=O)(=O)c1cc(C(=O)NCC2CCCO2)c(Cl)cc1Cl (centres undefined)	-0.2	8	102	0.9	2	9	-5	104	4	-2
CN(CC(=O)NCc1cccnc1)S(=O)(=O)c1ccc2c(c1)c(=O)n(C)c(=O)n2C	-0.1	8	96	1	8	-3	9	92	-2	13
Cn1nc(C(F)(F)F)c(C(=O)Nc2ccc(F)cc2)c1Cl	0.0	-19	91	0.8	4	16	0	100	-16	14
Cc1cc(SCC#N)nc2ccccc12	0.2	-10	89	1.2	8	-18	-7	103	2	17
CCn1c(C(C#N)/C(=N\S(=O)(=O)c2cccs2)c2ccccc2)nc2ccccc21 (centres undefined)	-0.5	2	101	0.9	-2	6	3	99	6	0
Cc1ccccc1-c1ccc(=O)n(CC(=O)Nc2ccc(S(=O)(=O)N(C)C)cc2)n1	-0.6	-15	101	0.9	9	5	3	96	4	0
O=C(Oc1cccc2cccnc12)c1ccco1	-0.2	-6	97	0.8	41	23	-6	97	-5	6
O=C(NCc1cccnc1)C1c2ccccc2C(=O)N1C1CCCCCC1 (centres undefined)	0.2	9	98	0.9	2	12	-7	107	9	3

Next section; the last 2 above are carried over.
SMILES	Hsp70 act	APP 5UTR inh	STAT3 activator	Diaph act CS	G6PDH counter	Diaph inh CS	STAT1 inh	STAT1 activator	TLR4 MyD88 comp	STAT3 inh
O=C(Oc1cccc2cccnc12)c1ccco1	-0.2	-6	97	0.8	41	23	-6	97	-5	6
O=C(NCc1cccnc1)C1c2ccccc2C(=O)N1C1CCCCCC1 (centres undefined)	0.2	9	98	0.9	2	12	-7	107	9	3
Cc1ccc(C(=O)NNC(=O)CCN2C(=O)C3CCCCC3C2=O)cc1 (centres undefined)	-0.4	-3	101	0.9	-11	12	-10	109	-4	-6
CCNC(=S)NN(c1ccccc1)c1ccccc1	0.3	nt	99	0.9	18	9	4	97	-8	-1
C/C(=N\NC(=S)NCc1ccccc1)c1ccc(Cl)s1	-0.1	2	111	0.9	-2	13	-1	100	11	-4
N=c1scc(-c2ccccc2)n1/N=C/c1ccco1	0.3	-23	129	0.9	4	14	-4	104	-10	-26
Cc1oc2c(c1C(=O)NCCCC(=O)O)CCCC2	-0.2	-3	99	1	0	-2	-17	116	9	-2
NC(=O)C1CCN(CC(=O)NC(=O)NC2CCCC2)CC1	0.1	-20	100	1	3	-4	-6	106	-3	2
CC(=O)c1cc2c(cc1NS(=O)(=O)c1ccc3c(c1)OCCO3)OCO2	0.2	1	98	0.7	2	30	1	99	6	9
O=S(=O)(Cc1ccc(Cl)cc1)NCC1CCCO1 (centres undefined)	0.0	-4	98	0.8	-9	21	15	86	5	6
CN1CCN(CCCNC(=O)c2nnc(Cc3c(F)cccc3Cl)o2)CC1	0.3	-16	102	0.9	-1	12	-4	103	1	-2
COc1cc(C2C(N3C(=O)c4ccccc4C3=O)C(=O)N2c2ccc(C)c(C)c2)cc(OC)c1OC (centres undefined)	-0.2	-5	95	1	-4	0	12	89	-9	7
CN(C)c1ccc(NC(=O)Cn2c(=O)n(Cc3ccccc3)c(=O)c3ccccc32)cc1	-0.5	-4	104	0.9	4	5	1	99	-1	1
Cc1ccc(C(=O)N/N=C/c2ccc(S(=O)(=O)O)o2)c(Cl)c1	0.1	0	100	1.1	7	-13	7	93	-4	3
COc1ccc(C(=O)NCC(=O)OCC(=O)c2ccc(Cl)cc2)cc1OC	-0.1	-1	107	1.1	8	-7	-4	104	-11	-2
CC(C)c1cc(C(=O)Nc2cccc(Cl)c2)no1	0.4	-187	74	1	0	0	-26	124	-17	39
Cc1ccc(NC(=O)CSCC(=O)O)c(C)c1	-0.2	1	103	0.9	3	15	1	99	-3	-1
O=C(C1COc2ccccc2O1)N1CCCC1 (centres undefined)	-0.2	-9	96	1.1	14	-10	-2	102	14	6
CC(=O)OCC(=O)Nc1ccc(C(C)=O)cc1	-0.3	1	91	1	3	1	3	97	17	14
CC(C)c1ccc(N=C(N)N=C(N)N)cc1	-0.2	1	99	1	6	-1	6	95	-9	0

Results in APP 5UTR inh and Diaph act CS (five entries from above):
Compound	APP 5UTR inh	Diaph act CS
CN1CCN(CCCNC(=O)c2nnc(Cc3c(F)cccc3Cl)o2)CC1	-16	0.9
CCCNc1nc(NCC)nc(OC)n1	6	1
O=C(CC1C(=O)NCCN1Cc1ccc(-c2ccccc2)cc1)NCCCn1cccn1 (centres undefined)	2	1
CC(C)c1ccc(N=C(N)N=C(N)N)cc1	1	1
Cc1ccc(C(=O)N/N=C/c2ccc(S(=O)(=O)O)o2)c(Cl)c1	0	1.1

Compounds as they come. Share with any hit: about 6.1%.
